# MT stabilizer: microtubule stabilizers in HeLa cells | AID 2205 | HeLa tubulin immunostaining HCS, 24 h; share of cells brighter than vehicle mean+2SD | % tubulin-high responders, % at 10 µM | hit rate 0.83% among 200,000;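 active = plate Z-score above 3 for both tubulin-high and condensed-nucleus cell shares, with cell loss under 80%, at 10 µM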;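 also: anti alpha tubulin signal scored within the nucleus-defined area of each cell; some results filed as inactive read as strong as hits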
# T cell HTS: T cell immune modulation candidate; 2C CD8+ T cell-vesicle binding, flow cytometry; hits give low values; calls only at 7 µM; hit rate 0.068% among 330,000; AID 2052;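 active = response, share of CD8 T cells binding vesicles, and their 90th percentile fluorescence all below set limits, cut at about 80% in these data, passing the limit was not always enough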
#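 incubation = binding step 1.5 h, 37 °C, antibody labelling 20 min, ice | test system = 2C mouse CD8+ T cells | read-out basis = percent CD8+ FL2 mean versus row control | controls = Peptide-free naked vesicles (low) and QL9 vesicles with 0.7% DMSO vehicle (high) | detection = flow cytometry of vesicle-bound cells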
# Hep lipid drop: modulators of hepatic lipid droplet formation. AML12 mouse hepatocytes, oleate lipid droplets, BODIPY imaging. inhibition, % at 6.5 µM. hit rate 0.4% among 240,000. AID 1656;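 active = lipid droplet intensity inhibited by at least 50%, with more than 500 cells counted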
#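 Test system: AML12 mouse liver cells; schedule: overnight exposure; technique: high-content imaging of BODIPY-stained droplets and DAPI nuclei; read-out: % inhibition of corrected integrated BODIPY droplet signal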
# Autophagy mod: modulators of autophagy; hit rate 0.98% among 190,000; AID 463193; calls only at 10 µM (by protocol); MEF GFP-LC3 puncta imaging; test concentration mostly 10 µM;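 active = percentage of spot-positive cells more than 3 SD above its plate mean, without a fluorescence outlier flag or 80% toxicity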;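 also: spot-positive cell cutoff set from DMSO-treated cells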
# Salmonella PhoP GFP: inhibitors of PhoP regulon expression, primary screen, Salmonella Typhimurium, GFP reporter (AID 1863). hit rate 0.16% among 300,000. inhibition, % at 50 µM; hits with a dose series show IC50 in µM. S. Typhimurium PhoP-regulated promoter GFP reporter, 4 h; higher % means a stronger effect;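 active = inhibition over 29.93%, a cutoff 3 SD above the screen mean, later confirmed by dose response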;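 also: 0% = low Mg2+ inducing control and 100% = high Mg2+ repressing control; strong numbers were not always called active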
# Insulin prom up: MIN6 insulin promoter up-regulation | MIN6 insulin promoter-GFP reporter, high-content imaging; hits give high values | z-score at 5 µM | hit rate 0.3% among 190,000 | AID 1625;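 active = z-score above 3 at 5 µM with at least 500 cells counted in the well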
# ER stress rescue: protection against thapsigargin-triggered cell killing – 384-well, CSM14.1, ATP luminescence, primary screen (AID 1222) | CSM14.1 thapsigargin-induced death rescue, ATP luminescence; higher % means a stronger effect | one-dose cellular ATP content (survival), % at 20 µM; EC50 in µM for titrated hits | 190,000 tested, under 10 active;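 active = EC50 below 50 µM in the dose-response confirmation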;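 also: death triggered by thapsigargin at about 15 µM added after 2 h compound pretreatment; cell ATP read after overnight thapsigargin exposure of roughly 18 to 22 hours; normalized against plate controls of thapsigargin alone and 5% DMSO vehicle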
# Dynein transport: dynein cargo transport inhibition; 3617.4 mouse cells, GR-EGFP nuclear translocation imaging; test concentration mostly 20 µM; stimulated with dexamethasone, 1 µM; hits give low values; z-score, hits read low; hit rate 0.47% among 220,000;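 active = plate z-score of nuclear minus cytoplasmic receptor signal below a set negative limit, without overly bright fluorescence or cell loss, cut at about -3.5 in these data, passing the limit was not always enough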;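 also: z-score of nuclear minus cytoplasmic ring GR-EGFP intensity difference per well; some compounds called inactive have numbers as strong as hits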
#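 Buffer or medium: tetracycline-free induction medium containing charcoal-stripped FBS / Reagent: dexamethasone agonist, 1.0 µM final, for 30 min / Technique: automated 10x imaging of fixed Hoechst-stained cells / Times: induction 48 h, compound 1 h, agonist 30 min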
# b-catenin transl: modulators of beta-catenin nuclear translocation; hit rate 0.3% among 190,000; AID 1665; HeLa beta-catenin nuclear translocation, immunofluorescence imaging; nuclear translocation activity, % at 5 µM;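 active = nuclear translocation activity above 50% at 5 µM, with a well cell count of 50 or more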;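 also: per-cell ratio of nuclear to cytoplasmic median beta-catenin stain intensity; plate controls were DMSO negative control for no effect and GSK-3 inhibitor IX positive control for full effect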
#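 System: Human HeLa cells, endogenous beta-catenin | Compound dosing: 5 µM primary, 0.02–20 µM confirmation | Timing: 24 h compound exposure at 37°C, 5% CO2 | Measured by: Fluorescence imaging of beta-catenin antibody stain plus DAPI | Read-out basis: % activation of per-cell nuclear versus cytoplasmic median beta-catenin signal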
# Dynein transport cytoplasmic EGFP: also measured in Dynein transport; calls as there; z-score; measured here: cytoplasmic GR-EGFP intensity; hits give high values
# Dynein transport nuclear GR-EGFP: also measured in Dynein transport; calls as there; z-score; measured here: nuclear GR-EGFP intensity;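 lower value marks the stronger effect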
# Dynein transport cell count: further read-out of Dynein transport, marked with its call; z-score; measured here: cell count per field
# Insulin prom up cell count: recorded beside Insulin prom up, whose call it bears; cell count; measured here: cytotoxicity, nuclei count;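 total cells summed across four imaged fields per well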
# Hep lipid drop cells 6.5 µM: recorded beside Hep lipid drop, whose call it bears; cell count; measured here: cell count, cytotoxicity flag;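 cells counted across two imaged fields per well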
# b-catenin transl cell count 5 µM: also measured in b-catenin transl; calls as there; cell count; measured here: cell count, cytotoxicity flag
# T cell HTS vesicle-bound %: further read-out of T cell HTS, marked with its call; double positive events, %; measured here: CD8+ vesicle-bound cell fraction;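 binding gate set so that unloaded-vesicle control wells show 10% double positive cells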
# MT stabilizer Hoechst-high %: recorded beside MT stabilizer, whose call it bears; % Hoechst-high responders; measured here: nuclear condensation Hoechst responders;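 share of cells brighter than vehicle mean plus two SD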
# MT stabilizer cytotoxicity %: second read-out of MT stabilizer, no call of its own (marks repeat the call); toxicity, %; measured here: cytotoxicity by cell density;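 0% = mean cell density of plate MIN control wells and 100% = no cells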
# Autophagy mod cell loss 18 h: second read-out of Autophagy mod, no call of its own (marks repeat the call); toxicity, %; measured here: cell loss, nuclei count;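 cell loss after 18 h compound exposure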
# * = called active by the depositor; i = inactive; . = not tested or not shown.
# The opening 2 compounds (preview)
SMILES,MT stabilizer,MT stabilizer Hoechst-high %,MT stabilizer cytotoxicity %,T cell HTS,T cell HTS vesicle-bound %,Hep lipid drop,Hep lipid drop cells 6.5 µM,Autophagy mod,Autophagy mod cell loss 18 h,Salmonella PhoP GFP,Insulin prom up,Insulin prom up cell count,ER stress rescue,Dynein transport,Dynein transport cytoplasmic EGFP,Dynein transport nuclear GR-EGFP,Dynein transport cell count,b-catenin transl,b-catenin transl cell count 5 µM
COc1ccc(-c2c(C(C)=O)c(C)nc3sc4c(=O)[nH]nnc4c23)cc1,3.0,3.8,5.0,i,32.3,3.4,678,i,-2.9,-1.7%,-0.24,1369,1.7%,-0.616,-0.311,-0.768,0.989,-0.4,960
Cc1ccc(SCCC(=O)OCn2nnc3ccccc3c2=O)cc1,2.1,1.0,9.1,i,0.7,-5.3,671,i,-13.0,-18.4%,.,.,-2.3%,-0.167,-0.193,-0.204,0.675,-2.3,1004

# The whole of this part, repeating the preview:
SMILES,MT stabilizer,MT stabilizer Hoechst-high %,MT stabilizer cytotoxicity %,T cell HTS,T cell HTS vesicle-bound %,Hep lipid drop,Hep lipid drop cells 6.5 µM,Autophagy mod,Autophagy mod cell loss 18 h,Salmonella PhoP GFP,Insulin prom up,Insulin prom up cell count,ER stress rescue,Dynein transport,Dynein transport cytoplasmic EGFP,Dynein transport nuclear GR-EGFP,Dynein transport cell count,b-catenin transl,b-catenin transl cell count 5 µM
COc1ccc(-c2c(C(C)=O)c(C)nc3sc4c(=O)[nH]nnc4c23)cc1,3.0,3.8,5.0,i,32.3,3.4,678,i,-2.9,-1.7%,-0.24,1369,1.7%,-0.616,-0.311,-0.768,0.989,-0.4,960
Cc1ccc(SCCC(=O)OCn2nnc3ccccc3c2=O)cc1,2.1,1.0,9.1,i,0.7,-5.3,671,i,-13.0,-18.4%,.,.,-2.3%,-0.167,-0.193,-0.204,0.675,-2.3,1004
COc1ccc(/C=N/NC(=O)Nc2cccc3nsnc23)cc1,10.7,7.2,12.0,i,55.0,-2.5,508,i,-1.2,3.5%,-1.08,1335,-2.5%,1.55,-0.105,0.796,-0.838,3.6,842
Cc1cccc(N2CCN(C(=O)/C=C/c3cccs3)CC2)c1C,2.5,2.7,9.6,i,45.7,15.0,652,i,-14.5,4.1%,0.13,1246,-0.6%,-0.202,-0.322,-0.52,0.685,0.8,902
CN(C)/C=N/C(=S)Nc1ccccc1,2.0,1.7,0.6,i,28.4,-10.9,717,i,30.0,2.1%,-0.69,1412,0.4%,0.951,-0.281,0.65,-0.724,0.1,1429
O=c1c2ccccc2nnn1COc1cccc2ccccc12,1.5,3.2,3.6,i,12.3,1.8,679,i,3.0,5.0%,0.03,1281,.,0.364,-0.217,1.07,-0.732,4.1,941
CC(OC(=O)c1ccccc1Br)C(=O)Nc1nc(-c2cccc([N+](=O)[O-])c2)cs1 (stereo unspecified),2.8,3.5,4.9,i,6.0,30.0,648,i,8.3,-13.9%,0.07,1456,-1.3%,-0.525,-0.211,-0.526,0.115,-2.4,1100
Cc1ccc(CN2CCN(/N=C/c3ccc(C(=O)O)cc3)CC2)cc1,1.3,1.4,5.3,i,54.0,9.5,704,i,-7.8,-20.9%,2.35,1512,-3.6%,0.356,-0.222,0.505,-0.118,-2.9,1114
Cc1cccc(CSCc2nnc(N)s2)c1,3.0,2.0,6.2,i,56.0,3.2,636,i,1.8,18.8%,1.1,1780,0.4%,-0.073,-0.202,0.467,0.102,0.3,1065
O=C(COc1ccccc1)c1cn(CC(=O)N2CCCC2)c2ccccc12,6.7,2.7,7.4,i,36.0,5.4,632,i,17.2,1.0%,0.32,1513,-0.8%,1.18,-0.308,0.974,0.525,-1.3,990
CCOC(=O)c1cc(C)n(Cc2cccc(OC)c2OC)c1C,2.0,3.0,4.3,i,6.6,.,.,i,13.2,1.6%,-0.12,1209,0.0%,1.25,-0.511,0.375,-0.193,1.9,1166
Cc1c(NC(=O)CN2C(=O)NC3(CCC(C)CC3)C2=O)c(=O)n(-c2ccccc2)n1C (stereo unspecified),1.9,1.6,1.6,i,28.7,4.7,676,i,28.4,3.5%,-0.34,1277,-3.2%,-0.303,-0.297,-0.136,0.248,-0.4,1069
CN1CCN(NC(=O)c2cccc(C(F)(F)F)c2)CC1,.,.,.,i,38.9,0.9,658,.,.,-2.5%,-0.15,1107,.,1.48,-0.62,1.03,-1.38,0.7,1305
COc1ccc2c(C(=O)CN3CCN(c4ccccc4)CC3)c[nH]c2c1,2.2,1.7,8.9,i,24.1,18.2,861,i,31.4,-5.4%,0.61,945,-1.3%,-0.325,11.7,1.11,-0.182,.,.
CCN(CC)CCSc1nc(O)c(-c2ccccc2)c(=O)[nH]1,3.5,1.8,0.7,i,13.1,.,.,i,-5.3,-3.8%,0.1,1492,-0.8%,1.82,-0.128,1.33,-0.479,-0.4,738
COc1ccc(OC)c(/C=C/C(=O)Nc2cccc(S(=O)(=O)N3CCCC3)c2)c1,1.3,1.9,0.9,i,11.3,3.8,683,i,6.8,-6.2%,-0.11,1588,-0.3%,1.32,-0.374,-0.0749,-1.07,-5.2,1091
O=[N+]([O-])c1cccc(CSc2nnc(Cc3ccccc3)n2-c2ccc(F)cc2)c1,4.7,2.3,7.8,i,39.3,-10.9,612,i,-6.5,-1.1%,-0.75,1501,2.4%,-0.461,-0.303,-0.561,0.58,-0.3,1065
COc1ccc(-n2nnnc2SCC(=O)Nc2ccccc2)cc1,3.6,1.7,2.8,i,29.2,.,.,i,0.7,-7.6%,0.08,1529,0.7%,-0.117,-0.179,-0.53,0.0233,0.3,1404
O=C(Nc1ccc2nc(-c3cccs3)c(-c3cccs3)nc2c1)N1CCOCC1,3.3,1.2,4.1,i,7.7,7.5,732,i,5.6,-2.0%,-0.2,1595,1.4%,0.00116,-0.205,0.0944,-0.051,1.4,1011
CCC(NC(=O)C1CCC1)c1ccc(C)cc1 (stereo unspecified),3.0,0.8,30.1,i,5.0,-5.1,752,i,-3.8,6.7%,0.48,1142,-2.0%,0.241,-0.253,0.304,0.0319,-2.0,1246
COc1ccc(NC(=O)Nc2cccc(C(F)(F)F)c2)cn1,2.8,2.5,4.5,i,41.1,6.8,662,i,-2.1,-5.3%,-0.26,1180,-2.4%,0.263,-0.231,0.352,0.0105,-1.6,1112
CN1CCN(C(=O)CCN2C(=O)/C(=C\c3ccc(Cl)cc3Cl)SC2=S)CC1,.,.,.,i,18.8,-6.6,719,.,.,-4.0%,.,.,.,-0.464,0.149,-0.268,-1.03,-1.6,1301
CCOC(=O)c1nnc2cc(C)nn2c1C,.,.,.,i,35.3,16.8,774,.,.,-11.8%,-0.13,1101,.,-0.358,0.184,0.767,0.524,-1.7,1389
CCOC(=O)N1CCN(C(=O)/C(=C/c2ccc(OC)cc2)NC(=O)c2ccccc2)CC1,2.1,1.9,6.1,i,24.1,.,.,i,-7.2,-4.0%,0.07,1467,-2.0%,0.244,-0.209,0.438,0.602,5.0,1364
CC(=O)C1=C(O)C(=O)N(c2cccnc2)C1c1ccc([N+](=O)[O-])cc1 (stereo unspecified),1.9,2.1,2.8,i,25.2,2.1,471,i,10.2,-10.9%,.,.,-4.0%,0.108,0.0205,0.19,0.639,-0.1,1178
COc1ccc(OC)c(/C=C/C(=O)c2ccc(Cl)cc2)c1,3.2,2.2,2.3,i,17.7,.,.,i,27.1,8.8%,-0.77,1181,0.9%,-1.15,-0.0753,-0.298,0.89,-1.0,1392
O=C(Nc1cccc(Cl)c1)Nc1csc([N+](=O)[O-])c1,.,.,.,i,33.3,-6.6,690,.,.,-8.8%,0.04,1027,.,0.483,-0.269,0.233,-0.104,-1.1,1311
CCOC(=O)C1CCCN(C(=O)COc2ccc(N(C)S(=O)(=O)c3ccc(C)cc3)cc2)C1 (stereo unspecified),3.2,2.7,1.6,i,22.4,-14.5,698,i,23.1,-5.4%,-1.03,1187,0.9%,0.222,-0.226,0.521,-1.09,-1.2,1098
CCCn1c(=O)c(C(=O)Nc2cnccn2)c(O)c2ccccc21,.,.,.,.,.,-1.1,748,.,.,.,-0.7,792,-1.2%,.,.,.,.,-6.2,1169
Cc1cc(OCC(=O)Nc2ccc(OCc3ccccc3)cc2)nc(C(C)C)n1,1.1,1.3,6.1,i,44.7,18.1,772,i,-2.4,-10.1%,.,.,-1.6%,1.06,-0.229,1.22,0.321,.,.
Cc1ccc(N(C(=O)c2ccco2)C2C=CS(=O)(=O)C2)cc1 (stereo unspecified),2.9,2.3,7.5,i,52.3,0.4,683,i,-8.9,5.9%,0.38,1225,-1.4%,-1.4,-0.242,-0.864,1.19,2.6,1012
Cn1c(Cc2ccccc2)nnc1SCC(=O)N1CCCCC1,1.8,1.9,8.9,i,6.9,0.4,664,i,3.2,2.9%,1.01,1373,-0.8%,-0.388,-0.239,0.0182,0.281,0.2,1248
COc1cc(NC(=S)N2CCC(C(O)(c3ccccc3)c3ccccc3)CC2)cc(OC)c1,5.7,1.5,8.9,i,37.7,-0.3,754,i,-0.3,11.0%,0.21,1046,2.6%,0.496,-0.283,-0.129,-0.428,0.5,528

# Compound activity: PubChem BioAssay, several laboratories
